PI4K2A block – blocks human PI4K2A kinase activity; activity change, negative = inhibition, % at 76.9 µM; Q9BTU6; purified PI4K2A, ADP-Glo luminescence, 1 h; hits give low values; 420,000 tested, 0.13% active; in the data active = activity change below about -50%; inconclusive = mostly about -30% to -49%;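 note: -100% = wells without enzyme as full effect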
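PI4K2A activity was measured by ADP-Glo luminescence: enzyme (4 ug/mL stock) and phosphatidylinositol (1.2 mM stock) in Tris pH 7.5/MgCl2/EGTA/Triton X-100 buffer were reacted with ATP (300 microM stock) for one hour at ambient temperature.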
Pin1 inhibitor – blocks the human prolyl isomerase Pin1; Q13526; Pin1 FP peptide displacement, HiFluor488, 10 min; Potency, µM (highest dose often 115 µM), for inactives: at the highest dose activity, negative = inhibition, hits mostly inhibitors; 390,000 tested, 0.009% active; AID 504891; active = well fitted inhibition curve with a large enough effect in the polarisation, with a control signal flat, not every such curve was filed as active; inconclusive = small, poorly fitted or top-dose-only effect, or effect the other way, or a change in a side signal; inactive = no such curve, though single readings can be large or run the other way; the % refers to the polarisation; note: potency is the fitted concentration of half-maximal effect; % is set by controls: 0 for no effect and ±100 for the full control effect
ERG-DNA inh – blocks human ERG Ets domain binding to DNA. P11308. fluorescence polarization, His-ERG Ets domain / labelled DNA. Potency, µM (highest dose often 76.9 µM), inactives show top-dose FP activity, negative = inhibition, most hits filed as inhibitors. 370,000 tested, 0.028% active; active = well fitted inhibition curve with a large enough effect in the polarisation, with a control signal flat; inconclusive = small, poorly fitted or top-dose-only effect, or effect the other way, or a change in a side signal; inactive = no such curve, though single readings can be large or run the other way; the % refers to the polarisation;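 note: polarization taken with two DNA probes labelled with fluorescein and Texas red; potency is the fitted concentration of half-maximal effect; % of control where 0% means no effect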
Target sequence (P11308 whole entry, looked up, the tested form may be a part): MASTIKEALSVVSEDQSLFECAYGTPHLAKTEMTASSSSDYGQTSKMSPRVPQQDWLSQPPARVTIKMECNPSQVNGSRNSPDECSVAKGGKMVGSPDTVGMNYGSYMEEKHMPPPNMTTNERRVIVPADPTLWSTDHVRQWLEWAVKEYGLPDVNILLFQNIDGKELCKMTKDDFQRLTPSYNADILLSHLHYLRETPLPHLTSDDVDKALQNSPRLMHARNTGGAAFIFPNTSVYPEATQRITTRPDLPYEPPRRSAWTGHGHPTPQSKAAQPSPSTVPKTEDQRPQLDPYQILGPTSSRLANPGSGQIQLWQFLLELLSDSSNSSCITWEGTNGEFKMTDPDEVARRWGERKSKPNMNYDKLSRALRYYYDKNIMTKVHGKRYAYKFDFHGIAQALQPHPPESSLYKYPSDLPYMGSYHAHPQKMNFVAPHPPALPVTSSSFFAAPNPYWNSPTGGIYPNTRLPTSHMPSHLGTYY
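His-tagged ERG Ets domain (1 uM in the protein solution; 300mM KCl, 50mM Tris-HCl, 1mM EDTA, 1mM DTT, pH 7.5) received compound, then a probe mix of 5 nM fluorescein-DNA and 100nM Texas-615-DNA. Fluorescence polarization was read for both dyes.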
BAZ2B block – inhibitors of human BAZ2B bromodomain; AlphaScreen BAZ2B-H3K14Ac peptide displacement; 360,000 tested, 4.4% active; AID 504333; Potency, µM (doses to about 114 µM), for inactives: top-dose activity change, negative = inhibition, actives largely listed as inhibitors; note: potency is the fitted concentration of half-maximal effect; % is set by controls: 0 for no effect and ±100 for the full control effect; nearly all actives have a fitted effect of over 60% in size
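AlphaScreen luminescence quantifies BAZ2B engagement of H3K14Ac peptide; the protein and biotinylated peptide are both at 50 nM final, buffer PBS pH 7.4 with 0.01% Tween-20, all steps at room temperature.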
GLS inhibitor – glutaminase GLS (human) inhibition. O94925. GLS enzymatic activity, qHTS titration. Potency, µM (doses to about 45.5 µM), for the others: at the highest dose activity change, negative = inhibition, usual class: inhibitors. 410,000 tested, 0.21% active. AID 624170; note: potency is the fitted concentration of half-maximal effect; % is set by controls: 0 for no effect and ±100 for the full control effect
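Enzyme dispensed in phosphate buffer (45 mM, pH 8.2, 0.02% Tween-20), compounds pinned in, then 1 mM L-glutamine solution and the glutamate oxidase–HRP–Amplex Red mix added; fluorescence read immediately and again after 30 min at room temperature.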
G9a inh – blocks human histone lysine methyltransferase G9a. Q96KQ7. G9a H3K9 monomethylation, AlphaScreen, 2 h. Potency, µM (series often up to 102 µM), inactives show at the highest dose activity, negative = inhibition, actives largely listed as inhibitors. 350,000 tested, 8.8% active. AID 504332; note: potency is the fitted concentration of half-maximal effect; % is set by controls: 0 for no effect and ±100 for the full control effect; nearly all actives have a fitted effect of over 75% in size
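Readings reflect AlphaScreen signal from monomethyl-H3K9 antibody detection. HMT at 20 nM; substrate b-H3K9 500 nM; cofactor SAM 20 uM; 2 h RT reaction; compounds tested as titrations in qHTS with 15 min preincubation.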
JMJD2A Tudor – inhibitors of human JMJD2A Tudor domain; Potency, µM (top dose mostly 114 µM), for the others: top-dose activity change, negative = inhibition, usual class: inhibitors; 390,000 tested, 4.4% active; AlphaScreen JMJD2A-Tudor / H3K4me3 peptide binding; AID 504339; note: potency is the fitted concentration of half-maximal effect; % is set by controls: 0 for no effect and ±100 for the full control effect; nearly all actives have a fitted effect of over 50% in size
HP1b chromo inh – HP1-beta chromodomain-methylated histone interaction inhibition; AlphaScreen HP1-beta / biotin-H3K9me3 peptide binding; AID 540317; P83916; Potency, µM (highest dose often 114 µM), for inactives: at the highest dose activity change, negative = inhibition, most hits filed as inhibitors; 390,000 tested, 0.56% active; note: potency is the fitted concentration of half-maximal effect; nearly all actives have a fitted effect of over 70% in size; inactives centre near 23
Target sequence (P83916 whole entry, looked up): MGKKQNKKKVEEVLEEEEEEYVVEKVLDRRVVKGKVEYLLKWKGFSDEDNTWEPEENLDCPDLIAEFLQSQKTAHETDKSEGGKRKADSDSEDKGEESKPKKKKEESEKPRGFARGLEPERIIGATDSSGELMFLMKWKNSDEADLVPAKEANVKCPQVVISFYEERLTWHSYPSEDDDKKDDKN
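AlphaScreen: HP1-beta (50 nM) preformed 30 min with biotin-H3(1-18)K9me3 peptide (50 nM) in PBS pH 7.4, 0.01% Tween-20. Compound added for 30 min at RT, then streptavidin donor/nickel chelate acceptor beads (10 ug/mL) for 30 min.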
Tb PGK inh – T. brucei PGK inhibition; Potency, µM (series often up to 57.5 µM), for the others: at the highest dose activity change, negative = inhibition, actives largely listed as inhibitors; PGK/GAPDH coupled, Kinase-Glo luminescence, 60 min; 380,000 tested, 0.043% active; P07378; note: potency is the fitted concentration of half-maximal effect; % is set by controls: 0 for no effect and ±100 for the full control effect; nearly all actives have a fitted effect of over 60% in size
Target sequence (P07378 whole entry, looked up): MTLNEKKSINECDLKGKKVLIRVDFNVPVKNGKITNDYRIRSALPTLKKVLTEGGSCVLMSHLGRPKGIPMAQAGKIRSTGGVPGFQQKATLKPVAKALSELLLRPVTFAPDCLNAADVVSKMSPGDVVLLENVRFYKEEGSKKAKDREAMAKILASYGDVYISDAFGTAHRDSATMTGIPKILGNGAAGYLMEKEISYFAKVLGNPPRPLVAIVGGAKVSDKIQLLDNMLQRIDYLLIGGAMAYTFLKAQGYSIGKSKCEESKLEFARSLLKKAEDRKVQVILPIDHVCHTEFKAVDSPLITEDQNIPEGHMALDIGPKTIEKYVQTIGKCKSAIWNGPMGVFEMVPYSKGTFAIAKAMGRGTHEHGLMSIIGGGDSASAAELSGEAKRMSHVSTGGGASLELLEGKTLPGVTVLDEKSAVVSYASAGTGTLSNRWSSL
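Recombinant glycosomal PGK reaction used 1,3-bisphosphoglycerate generated in-well by GAPDH (100nM final) in 100mM TEA pH 7.6, 5mM MgCl2, 0.01% Tween-20. After 60 minutes at room temperature, ATP was read by Kinase-Glo Plus luminescence end-point.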
* marks the source's active call; other numbers are inactive results; i = inactive; ? = inconclusive; · = no result given; [ ] = dose if it differs, or a comment. Unless noted, calls come from the whole dose curve; as a rule, active = well fitted curve in the direction sought with a large enough effect; inconclusive = small, poorly fitted or top-dose-only effect, or another doubt; inactive = no such curve, though single readings can be large; an effect the other way counts as inactive or inconclusive.

SMILES	PI4K2A block	Pin1 inhibitor	ERG-DNA inh	BAZ2B block	GLS inhibitor	G9a inh	JMJD2A Tudor	HP1b chromo inh	Tb PGK inh
CCOC(=O)c1c(C)[nH]c(C)c1S(=O)(=O)N(C)CC(=O)NCc1cccc(C)c1	-1	-1%	-1%	-23%	-4%	33%	-14%	15%	0%
COc1ccc(S(=O)(=O)N(C)CC(=O)N2CCCC2)cc1	1	5%	-3%	-28%	1%	-7%	-31%	11%	-7%
CC1(C)CC=C(NNC(=O)c2cccnc2)C(=O)C1	-1	?	2%	-16%	-4%	9%	-7%	50%[activator]	2%
COC(=O)C1C2C=CC3(CN(C(C)c4ccc(OC)cc4)C(=O)C13)O2 (stereo unspecified)	1	-12%	6%	2%	-1%	?	-6%	74%[activator]	i
CCCC(=O)Nc1ccc(Br)c(Cl)c1	5	3%	3%	3%	-13%	14%[12.7 µM]	22%	81%[activator]	1%
CCOc1ccc(C(=O)N(c2ccccn2)C2CCCCC2)cc1	-10	-23%	-16%	-14%	15%	15%	-5%	9%	6%
CN1CCN(c2ccc(NC(=O)c3ccc(Br)o3)cc2)CC1	1	-9%	-7%	-25%	36%[activator]	?	?	15%	-10%
Cc1cccc(-n2ccnc2SCC(=O)c2c(N)n(C3CC3)c(=O)[nH]c2=O)c1C	0	3%	-12%	3%	14%	?	-14%	32%	2%
COc1cc(C2N3CC4(C)CN2CC(C)(C3)C4)ccc1O (stereo unspecified)	1	6%	-3%	2%	22%	-3%[12.7 µM]	-9%	32%	i
O=S(=O)(c1ccc(Cl)cc1)c1nc(-c2ccccc2F)oc1NCCN1CCOCC1	1	-2%	6%	?	-1%	·	?	-4%	i
COc1ccc(N2C(=O)N3[C@H](c4ccc(Br)cc4)[C@@H]4C(=O)N(C(C)(C)C)C(=O)[C@@H]4[C@]3(Cc3ccccc3)C2=O)cc1	5	-1%	3%	-12%	0%	·	-26%	8%	i
CCOC(=O)c1cccc2c1-c1ccccc1/C2=N/O	-3	15%	·	3%	4%	20%[12.7 µM]	-10%	30%	-5%[11.5 µM]

Compound profiles, from the list above. Screens in order: PI4K2A block	Pin1 inhibitor	ERG-DNA inh	BAZ2B block	GLS inhibitor	G9a inh	JMJD2A Tudor	HP1b chromo inh	Tb PGK inh
CCOC(=O)c1cccc2c1-c1ccccc1/C2=N/O is listed as -3	15%	·	3%	4%	20%[12.7 µM]	-10%	30%	-5%[11.5 µM]
CCOC(=O)c1c(C)[nH]c(C)c1S(=O)(=O)N(C)CC(=O)NCc1cccc(C)c1 is listed as -1	-1%	-1%	-23%	-4%	33%	-14%	15%	0%

(further entries)
SMILES	PI4K2A block	Pin1 inhibitor	ERG-DNA inh	BAZ2B block	GLS inhibitor	G9a inh	JMJD2A Tudor	HP1b chromo inh	Tb PGK inh
CCCOc1cccc(C(=O)Nc2cccc(-c3nc4ncccc4o3)c2C)c1	-1	-1%	7%	6%	-2%	8%[59 µM]	4%	-5%	-1%
CC(C)C(=O)NCCc1nc(-c2ccc(Cl)cc2)no1	2	-1%	-10%	·	1%	·	-27%	63%[activator]	-5%
CC(=O)OCC1=C(C(=O)OC(C)(C)C)N2C(=O)[C@@H](NC(=O)Cc3ccccc3)[C@H]2SC1	-5	?	16%	·	-4%	·	?	-3%	-1%
C/C(CC(=O)NC(C)(C)C)=N\NC(=O)c1ccccc1N	0	5%	3%	-20%	-2%	?	40µM*	4%	9%
O=C(CN(Cc1ccc(Cl)cc1)C(=O)c1csnn1)NCc1ccc(F)cc1	-2	0%	-6%	-14%	-9%	72%[activator]	-8%	38%	-10%
O=C(O)c1cccc(S(=O)(=O)Nc2cccc3ccccc23)c1	-2	1%	2%	-1%	11%	40µM*	-25%	1%	i
O=C(O)c1nn(Cc2csc(-c3ccccc3)n2)c(=O)c2ccccc12	4	9%	7%	?	-4%	-12%	-17%	9%	3%
CCn1c(CN2CCN(c3cccc(C)c3C)CC2)n[nH]c1=S	0	-5%	-2%	-8%	0%	7.9µM*	-13%	25%	i
C1=C(C(c2nnnn2C2CCCCC2)N2CCCCC2)COc2ccccc21 (stereo unspecified)	5	2%	-1%	·	-1%	-41%[59 µM]	6%	26%	·
CCOc1ccc(CCNC(=O)COc2cc(=O)n(C)c3ccccc23)cc1OCC	1	0%	-4%	-31%	-1%	7%[59 µM]	-11%	25%	0%
COc1cccc(CN2C(=O)c3ccccc3C2C(=O)NCCc2ccc(OC)c(OC)c2)c1 (stereo unspecified)	0	1%	0%	-2%	-2%	2%[59 µM]	-15%	8%	i
CC(=O)N1CCN(c2ccc(NC(=O)c3ccc([N+](=O)[O-])cc3Cl)cc2)CC1	-21	0%	-2%	2%	8%	-5%	-10%	25%	11%
CC(C)CN(C(=O)C(C)N1C(=O)c2ccccc2C1=O)c1c(N)n(Cc2ccccc2)c(=O)[nH]c1=O (stereo unspecified)	-2	0%	-4%	10%	3%	3%[59 µM]	-1%	17%	4%
CCc1ccc(C(C)NC(=O)c2ccc3c(c2)OCO3)cc1 (stereo unspecified)	-1	-5%	1%	1%	-1%	-8%	-6%	40%[activator]	i
CCCCNC(=O)CCCn1c(=O)c2ccccc2n(Cc2c(C)cc(C)cc2C)c1=O	0	-1%	2%	-5%	13%	8%[59 µM]	-13%	19%	-2%
CCN1/C(=C(\O)c2ccccc2)C(=O)c2ccccc2S1(=O)=O	2	1%	16%	-21%	11%	?	?	8%	i
Cc1c(NC(=O)C(C)N2C(=O)C3C4C=CC(C4)C3C2=O)c(=O)n(-c2ccccc2)n1C (stereo unspecified)	7	-1%	-4%	-5%	-7%	?	-1%	48%[activator]	-7%
COC(=O)C1=C(C)N(CC(C)C)C(=O)/C1=C\c1cccs1	-14	36%[activator]	-5%	50µM*	6%	40µM*	45µM*	16µM*	-6%
CC1=C(C#N)CCC(=O)N1Cc1c(C)cc(C)cc1C	8	1%	-6%	-15%	11%	0%	?	24%	7%
CN=C(Nc1ccc(C(=O)OC)s1)c1ccc(Cl)cc1	-1	-5%	4%	?	1%	?	-30%	-9%	-9%
COc1ccccc1C(=O)Nc1ccnn1C1CCN(Cc2ccc3nonc3c2)CC1	2	-1%	7%	-8%	1%	-8%	-16%	27%	-10%
O=C1C2C3C=CC(O3)C2C(=O)N1CC(O)c1ccccc1 (stereo unspecified)	4	1%	7%	6%	3%	?	2%	68%[activator]	-2%
COc1ccc(CC(=O)O/N=C(\N)c2ccccn2)cc1	15	0%	-10%	-7%	2%	7%[59 µM]	?	2%	-15%
COc1ccccc1C1=CC(=O)CC(C)(C)C1=O	1	3%	-8%	-14%	0%	-7%[0.501 µM]	-7%	84%[activator]	i
COc1ccc(NC(=O)CCc2nc3cccnc3n2Cc2cccs2)c(OC)c1	2	?	-3%	?	-1%	1%[59 µM]	-31%	6%	i
CCN1/C(=C/C=C/c2oc3ccc(-c4ccccc4)cc3[n+]2CC)Oc2ccc(-c3ccccc3)cc21	4	-174%	32µM*	28µM*	0%	·	?	-20%	-12%
COc1cc(C(NC(C)=O)NC(C)=O)ccc1OCc1ccccc1	5	3%	1%	-9%	-1%	-1%	4%	50%[activator]	3%
O=c1c2c(nc(NCCO)n1CC1CCCCC1)-c1ccccc1CC21CCCC1	-7	-5%	1%	-27%	-1%	14%	-21%	26%	-7%
COc1ccc(-c2sc3ccc(OC)cc3c2-c2ccc(OC)c(F)c2)cc1	0	23%	9%	0%	-4%	-11%[0.501 µM]	8%	35%[activator]	-9%
Cn1c(=O)oc2cc(S(=O)(=O)N3CCc4ccccc4C3)ccc21	-5	1%	-1%	-34%	0%	?	-6%	63%[activator]	1%
COCCNC(=O)c1ccc2c(Cl)c3c(nc2c1)CCC3	-1	6%	16%	0%	1%	14%	-10%	28%	-1%
COc1ccc2c(Sc3ccc(C)cc3)c(C(=O)NCCc3ccccc3)[nH]c2c1	2	30%	2%	-20%	-3%	?	-23%	26%	-6%
Cc1ccc(SCc2nc3ccccc3[nH]2)cc1	7	-1%	-14%	4%[57.1 µM]	-11%	59%[activator]	-9%	28%	-8%
O=C(NC(=S)N1CCCC1)c1ccccc1Cl	-2	4%	2%	-14%	17%	17%	-2%	18%	7%
O=C(COC(=O)c1ccc(S(=O)(=O)NCc2ccco2)cc1)NCC1CCCCC1	0	1%	1%	?	0%	-2%[12.7 µM]	?	-5%	-14%
COc1ccc(OC)c(CNC(=O)CCNC(=O)Cn2ccc3ccccc3c2=O)c1	2	0%	-12%	3%[57.1 µM]	-6%	13%	3%	27%	-10%
COCCCNC(=O)C(Cc1ccccc1)NS(=O)(=O)c1ccc2c(c1)c(=O)n(C)c(=O)n2C (stereo unspecified)	-3	-7%	1%	-9%	8%	10%[12.7 µM]	-18%	15%	-6%
O=C(NCc1ccc(OC(F)(F)F)cc1)C1CC(c2ccc(C(F)(F)F)cc2)=NO1 (stereo unspecified)	1	-4%	-17%	·	0%	·	-2%	52%[activator]	-3%
O=[N+]([O-])c1ccc(N2CCCCC2)cc1	3	26%	0%	-26%	-12%	11%	-19%	13%	i
COc1cc(NC(=O)C2CC(c3c(F)cccc3Cl)=NO2)c(OC)cc1Cl (stereo unspecified)	0	0%	0%	-3%	-14%	·	-13%	35%	i
O=C(Nc1ccccc1)C1CC2CCC1C2 (stereo unspecified)	2	0%	1%	24%	6%	·	-8%	26%	-11%
